Screening results deposited in PubChem BioAssay by NMMLSC.
Bcl-W Bim block: inhibitors of Bim-Bcl-W interaction, human. AID 952. inhibition, % at 10 µM. Q92843. bead-based flow cytometry, Bim peptide-Bcl-W binding. actives 0.02% (n = 190,000);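 also: 0% = bound tracer without compound and 100% = peptide blocker; higher means less fluorescent Bim peptide bound to Bcl-W beads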
Target sequence (Q92843 whole entry, looked up): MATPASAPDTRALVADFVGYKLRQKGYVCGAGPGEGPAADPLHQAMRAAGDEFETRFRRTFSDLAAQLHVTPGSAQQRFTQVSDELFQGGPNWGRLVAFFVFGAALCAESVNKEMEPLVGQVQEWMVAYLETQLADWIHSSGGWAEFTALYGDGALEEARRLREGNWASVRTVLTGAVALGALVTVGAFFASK
Rab2 wt GTP: changes GTP binding to wildtype dog Rab2A, up or down; GST-Rab2 wt beads, Bodipy-GTP binding, flow cytometry; GTP binding activity, % at 10 µM; actives 0.19% (n = 190,000); P61105;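 active = GTP binding activity at least 20 points away from 100%, either lowered or raised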;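 also: 0% = beads with excess unlabeled GTP and 100% = no-compound control corrected for plate trend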
Cdc42 wt: human Cdc42 wildtype GTP binding change, either direction; P60953; GST-Cdc42 beads, Bodipy-GTP binding, flow cytometry; actives lie on both sides; percent activity (GTP binding), % at 10 µM; actives 0.2% (n = 190,000);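 active = percent activity GTP binding at least 20 points away from the 100% baseline, either down as inhibitor or up as activator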;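 also: median bead fluorescence of bound Bodipy-FL-GTP at 100 nM; 0% = excess unlabeled GTP control and 100% = no compound control; below 100% means less GTP binding so inhibitor and above means activator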
Bim-Bcl-B: inhibitors of Bim-Bcl-B interaction, human | inhibition, % at 10 µM | AID 951 | Q9HD36 | actives 0.073% (n = 190,000) | bead-based flow cytometry, Bim peptide-Bcl-B binding;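 also: 0% = tracer peptide without compound and 100% = reference inhibitor peptide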
Bcl-XL Bim block: disrupts Bim peptide binding to human Bcl-XL. inhibition, % at 10 µM. Q07817. bead flow cytometry, fluorescence. actives 0.04% (n = 190,000). AID 1007
Target sequence (Q07817 whole entry, looked up): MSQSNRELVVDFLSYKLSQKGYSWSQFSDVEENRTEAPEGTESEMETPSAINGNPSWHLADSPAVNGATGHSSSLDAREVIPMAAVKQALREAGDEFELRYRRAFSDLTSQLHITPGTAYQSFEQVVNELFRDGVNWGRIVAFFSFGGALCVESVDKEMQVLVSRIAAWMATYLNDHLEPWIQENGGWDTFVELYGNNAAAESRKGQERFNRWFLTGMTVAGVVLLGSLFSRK
HRas wt GTP: human HRas wildtype GTP binding, change in either direction. AID 759. actives 0.14% (n = 190,000). P01112. GTP binding activity, % at 10 µM. GST-Ras wt beads, Bodipy-FL-GTP binding, flow cytometry; actives lie on both sides;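 active = GTP binding activity at least 20% away from the 100% baseline, either lowered as inhibitor or raised as activator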;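 also: 0% = unlabeled GTP competition control and 100% = no-compound control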
Target sequence (P01112 whole entry, looked up): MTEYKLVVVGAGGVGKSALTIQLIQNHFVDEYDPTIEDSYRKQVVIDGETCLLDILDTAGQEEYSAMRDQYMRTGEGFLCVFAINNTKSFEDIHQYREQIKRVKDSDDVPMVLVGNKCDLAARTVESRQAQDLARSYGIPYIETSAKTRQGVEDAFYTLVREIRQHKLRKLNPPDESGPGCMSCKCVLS
Rac1 act GTP bind: modulators of GTP binding to human Rac1 activated mutant; GST-Rac1 activated beads, fluorescent GTP binding, flow cytometry; actives lie on both sides; 100% means binding = to untreated wells; percent activity (GTP binding), % at 10 µM; actives 0.11% (n = 190,000); AID 764;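 active = GTP binding at least 20 percentage points away from the 100% baseline, in either direction, so actives lie on both sides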
Rab7 wt modul: alters GTP binding to wildtype dog Rab7; GTP binding activity (percent of control), % at 10 µM; actives 0.055% (n = 190,000); AID 758; GST-Rab7 beads, fluorescent GTP binding, flow cytometry; actives lie on both sides; untreated = 100%, excess cold GTP = 0%;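 active = fluorescent GTP binding to Rab7 beads changed by at least 20 points from the 100% baseline, either direction, mostly lower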;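 also: median green fluorescence of bound Bodipy-FL-GTP per Rab7 bead population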
Rac1 wt modul: human Rac1 wildtype GTP binding, inhibitors and activators; P63000; GTP binding activity (% of control), % at 10 µM; GST-Rac1 beads, fluorescent GTP binding, flow cytometry; actives lie on both sides; 0 = cold GTP competed, 100 = untreated; AID 757; actives 0.27% (n = 190,000);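 active = GTP binding activity at least 20 points away from the 100% control level, either lower or higher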
Bfl-1 Bim block: inhibitors of Bim-Bfl-1 interaction, human | actives 0.12% (n = 190,000) | Q16548 | inhibition, % at 10 µM | Bead-based flow cytometry, Bim-Bfl-1 binding inhibition | AID 1008;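 also: 0% = wells without compound plus tracer and 100% = blocker peptide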
Bcl-2 Bim block: inhibitors of Bim-Bcl-2 interaction, human; actives 0.06% (n = 190,000); inhibition, % at 10 µM; AID 950; Bead-based flow cytometry, Bim peptide-Bcl-2 binding; in the data active = inhibition above about 40%;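 also: 0% = no compound wells with probe peptide and 100% = reference peptide inhibitor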
Target sequence (P10415 whole entry, looked up): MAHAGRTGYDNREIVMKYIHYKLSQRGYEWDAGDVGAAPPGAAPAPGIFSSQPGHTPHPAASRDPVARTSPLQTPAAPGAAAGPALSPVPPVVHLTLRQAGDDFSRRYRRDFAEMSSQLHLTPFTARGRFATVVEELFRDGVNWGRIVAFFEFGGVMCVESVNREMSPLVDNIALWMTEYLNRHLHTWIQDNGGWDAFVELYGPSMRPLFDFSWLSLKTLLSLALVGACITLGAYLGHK
* = called active by the depositor. Rule as the data show it, unless noted: active = inhibition above about 40%.

Molecule,Bcl-W Bim block,Rab2 wt GTP,Cdc42 wt,Bim-Bcl-B,Bcl-XL Bim block,HRas wt GTP,Rac1 act GTP bind,Rab7 wt modul,Rac1 wt modul,Bfl-1 Bim block,Bcl-2 Bim block
CCCCC(=O)NCCc1cc2c(OC)ccc(OC)c2[nH]c1=O,4,98,97,0,-1,97,98,98,100,-7,-1
Cc1ccc(Nc2nc(N)nc(CSC(=S)N3CCN(c4ccccc4)CC3)n2)cc1,-7,95,103,-16,-9,100,98,97,102,-12,-12
COc1cc(NC(=S)Nc2ccccn2)cc(OC)c1,-8,100,100,-14,-9,101,102,98,102,0,-16
COCCNc1nc(-c2cc3ccccc3o2)cs1,-5,98,102,-19,-11,100,97,101,108,-16,-10
Cc1cc2cccc(C)c2nc1SCC(=O)NCC1CCCO1 (stereo not given),-5,98,98,0,0,100,98,97,103,-2,-2
O=C(OCCCN=C1NS(=O)(=O)c2ccccc21)c1ccccc1F,2,98,100,0,0,100,98,99,100,-12,-4
Cc1ccc(S(=O)(=O)NCC2CCC(C(=O)NCc3ccccn3)CC2)cc1 (stereo not given),0,93,90,-4,-2,94,92,96,92,-6,-7
CC1SC(c2cccc(Cl)c2)NC1=O (stereo not given),-5,103,105,-3,-4,100,101,99,106,-9,-8
CN(CCc1ccccn1)C(=O)CCC1CCCN(C(=O)CN2CCCCCC2)C1 (stereo not given),-3,96,99,-5,-3,98,95,97,100,-9,-5
Cc1nnc(SCC(=O)c2ccc([N+](=O)[O-])cc2)s1,0,98,98,-4,-1,102,97,104,101,-4,1
Oc1ccccc1C1=Nc2ncnn2C(c2ccc(F)cc2)C1 (stereo not given),7,95,102,-2,10,102,99,100,112,-1,0
O=c1c(-c2ccccc2)c(O)cc(-c2ccncc2)n1-c1ccc(Cl)cc1,1,95,89,-2,-5,94,90,99,93,-4,-3
COCCN(Cc1cc2c(C)cc(C)cc2nc1Cl)C(=O)c1ccccc1F,0,96,97,-7,0,96,95,101,96,-5,-4
CN1CCN(NC(=O)c2ccc(F)cc2)CC1,4,98,104,1,0,102,100,99,104,-1,4
Cc1cccc2sc(NC(=O)CCNS(=O)(=O)c3cccc4nonc34)nc12,2,103,102,-5,-3,102,102,97,106,-15,-9
Cc1c(C(=O)Nc2cccc(Cl)c2)cn2c(nc3ccccc32)c1C#N,0,98,104,7,-1,97,98,98,100,5,12
CCc1ccc(NC(=O)N(CCCN2CCOCC2)Cc2cccs2)cc1,-6,102,102,-4,-4,101,101,97,107,-1,0
O=C(O)C1CN(c2ncccc2[N+](=O)[O-])C1,0,97,98,-5,-3,97,94,96,98,-4,-1
O=C(NNC(=O)C1CCN(c2ncccn2)CC1)c1ccc(Cl)cc1,0,96,96,-3,3,97,93,104,95,-6,-1
COC(=O)C1(Cc2ccccc2)NC(c2ccccc2C)C2C(=O)N(c3ccc4c(c3)OCO4)C(=O)C21 (stereo not given),0,101,99,-1,-5,104,98,102,104,1,4
CCCc1nnc(NC(=O)c2ccc(N3C(=O)C4C5C=CC(C5)C4C3=O)cc2)s1 (stereo not given),4,100,99,5,7,100,98,101,99,0,5
CCOC1OC(=O)C(Cl)=C1Nc1ccc(C)cc1 (stereo not given),0,98,99,-3,-5,102,99,97,103,-4,-1
CCOc1ccc(S(=O)(=O)N/N=C2/CC(c3ccccc3)Oc3ccccc32)cc1 (stereo not given),7,99,97,0,2,98,96,100,103,-5,-1
COc1ccccc1-n1c(CCn2nc(C)c(Br)c2C)n[nH]c1=S,-3,99,100,-22,-7,99,102,100,101,5,-1
COc1ccc(/C(C)=N/OCC(=O)N=Nc2c(O)[nH]c3ccc(Br)cc23)cc1,-5,87,88,-9,-6,89,93,100,93,-2,-2

4 compounds out of the list above, arranged by the value under Bcl-W Bim block, highest first:
Molecule,Bcl-W Bim block,Rab2 wt GTP,Cdc42 wt,Bim-Bcl-B,Bcl-XL Bim block,HRas wt GTP,Rac1 act GTP bind,Rab7 wt modul,Rac1 wt modul,Bfl-1 Bim block,Bcl-2 Bim block
CCOc1ccc(S(=O)(=O)N/N=C2/CC(c3ccccc3)Oc3ccccc32)cc1 (stereo not given),7,99,97,0,2,98,96,100,103,-5,-1
CN1CCN(NC(=O)c2ccc(F)cc2)CC1,4,98,104,1,0,102,100,99,104,-1,4
COC(=O)C1(Cc2ccccc2)NC(c2ccccc2C)C2C(=O)N(c3ccc4c(c3)OCO4)C(=O)C21 (stereo not given),0,101,99,-1,-5,104,98,102,104,1,4
COCCNc1nc(-c2cc3ccccc3o2)cs1,-5,98,102,-19,-11,100,97,101,108,-16,-10

Further structures.
Molecule,Bcl-W Bim block,Rab2 wt GTP,Cdc42 wt,Bim-Bcl-B,Bcl-XL Bim block,HRas wt GTP,Rac1 act GTP bind,Rab7 wt modul,Rac1 wt modul,Bfl-1 Bim block,Bcl-2 Bim block
COc1cc2[nH]c(-c3cccc(F)c3)cc(=O)c2cc1OC,-3,101,99,-9,-4,103,99,104,107,-1,-1
CC(=O)N(C)C1=C(N2CCOCC2)C(=O)c2ccccc2C1=O,-1,99,99,-4,-3,100,98,100,102,-5,-4
Cc1ccc(-c2ccc(/C=C3\SC(N4CCOCC4)=NC3=O)o2)cc1,17,88,87,2,11,85,90,90,76*,41*,17
CCP(=O)(c1ccccc1)C(C)(C)O (stereo not given),-2,101,105,-11,-5,101,102,101,106,-16,-11
Cc1c(Br)ccc(NC(=O)c2ccccc2[N+](=O)[O-])c1C,-1,99,98,-1,-2,99,98,107,100,-5,-1
COc1ccc(/C=C(/NC(=O)c2ccccc2Cl)C(=O)NCCCC(=O)O)cc1,7,98,97,4,1,95,96,95,94,4,3
CCOC(=O)c1cc(-c2ccccc2)sc1NC(=O)C(C)Sc1nnc(N)s1 (stereo not given),-7,99,97,-11,-8,100,98,98,103,-6,-6
CSc1nccn1CC(=O)Nc1ccc(F)cc1,0,101,102,-5,-1,103,99,104,101,0,-2
CC(O)C(=O)N/N=C/c1ccccc1C(=O)O (stereo not given),-3,98,96,-6,-3,97,95,103,98,-8,-4
Cc1cc(C)cc(N2C(=O)CN(Cc3sccc3C)C2=S)c1,-4,99,101,-5,-4,100,100,100,106,-1,-7
COc1ccc(C(=O)OC/C(O)=C(\C#N)c2nc3ccccc3[nH]2)cc1S(=O)(=O)N1CCOCC1,9,92,98,3,2,95,93,96,92,0,0
CCC(C)/C(C)=N/NC(=O)CNS(=O)(=O)c1ccc([N+](=O)[O-])cc1 (stereo not given),-8,101,102,-7,-7,102,99,102,102,-5,0
COC(=O)C1=C(CSc2nccn2C)NC(=O)NC1c1cc(C)ccc1C (stereo not given),3,97,100,-7,-6,97,99,96,101,-9,-9
COc1cc(OC)cc(C(=O)N2CCN(Cc3ccccc3Br)CC2)c1,-1,97,98,-2,-1,95,97,101,99,-7,-4
O=C(Nc1ccc(Cl)cc1)ON=C1CCCC1,-4,100,101,-4,-9,100,102,99,102,3,0
Cc1csc(SCC(=O)Nc2ccc(Cl)cn2)n1,-3,99,102,-2,-2,101,102,96,105,2,-2
O=c1c2c(ncn2C2CCCC2)n(Cc2ccccc2)c(=O)n1CCOc1ccc(Br)cc1,-3,98,102,-7,-8,100,98,100,103,-3,-8
CCNC(=O)CC1C(=O)N(c2cccc(OC)c2)C(=O)N1CCOC (stereo not given),-3,96,99,-6,-9,98,99,96,102,-5,-1
COc1ccc(OC)c(S(=O)(=O)N2CCC(C(=O)Nc3cccc(C)c3C)CC2)c1,0,101,103,-1,1,103,100,101,103,0,0
S=C(NCC1CCCO1)Nc1ccc(Cl)cc1Cl (stereo not given),-3,100,102,-12,-5,102,99,101,103,-6,-5
O=C(CCc1ccc(S(=O)(=O)NCCc2ccccc2)cc1)Nc1ccc2c(c1)OCO2,-1,34*,35*,-12,-6,39*,35*,24*,33*,-6,-9
COc1ccc(CNC(=O)C(C)Sc2nc3ccccc3c(=O)n2CCCN2CCOCC2)cc1 (stereo not given),-3,98,95,-6,-6,98,97,96,98,-7,0
CC(/C=N\NC(=O)c1cc(C)oc1C)=C\c1ccccc1,-1,96,98,-1,-3,99,99,95,99,0,2
C[C@@H]1NC(=O)c2cc([N+](=O)[O-])cc(I)c2OCC[C@@H](C(N)=O)NC(=O)[C@H](CCC(=O)O)NC1=O,-1,93,94,1,-2,92,96,92,96,-2,0
NS(=O)(=O)c1ccc(CCNc2cc(=O)n(Cc3ccc(F)cc3)c(=O)[nH]2)cc1,0,103,102,-8,0,102,101,103,105,-19,-10
Cc1nn2c3ccccc3nc2n(C)c1=O,0,99,105,-3,-4,102,100,98,107,-2,-2
CC(=O)CC(=O)Nc1ccccc1NC(C)=O,-1,97,97,-9,-12,98,97,95,96,-17,-11
CCN1CCN(CC(O)COCC2COc3ccccc3O2)CC1 (stereo not given),-1,100,98,-2,-1,97,94,101,95,-3,-2
CCc1ccc(OCCNC(=O)c2ccccc2SCc2ccc(F)cc2)cc1,0,98,99,1,0,99,99,92,97,-2,-5
O=C(NC1CC1)C1CCN(C2CCN(C(=O)CCOc3ccccc3)CC2)CC1,0,97,95,0,-4,98,96,98,101,-4,-2
